High-throughput results (PubChem)
NALP1 inh: blocks the NALP1 inflammasome reconstituted in yeast | 0.61% of 280,000 active | inhibition, % at 10 µM | S. cerevisiae NALP1/ASC/caspase-1 growth, X-gal OD620, 72 h; in the data active = inhibition mostly above about 24%, no sharp cut-off; inactive = mostly below about 32%; also: some compounds called inactive have numbers as strong as hits
HCV NS3 hel inh: inhibitors of Hepatitis C virus NS3 helicase; NS3 helicase DNA unwinding, Cy5 molecular beacon fluorescence; inhibition, % at 10.9 µM; 0.56% of 290,000 active;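 active = inhibition above the mean of all tested compounds plus 3 SD, set per campaign, cut at about 35% in these data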;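 also: 0% = DMSO wells and 100% = thioflavine S control wells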
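System: Hepatitis C virus NS3 helicase domain fragment enzyme | Reagent: Annealed dual-labelled DNA beacon duplex, ATP-started | Compound dosing: 10.9 µM single point, 0.8% DMSO | Incubation: 1 h reaction at 25 °C, ATP-initiated | Technique: Cy5 fluorescence | Evaluation: Percent inhibition from t60/t0 fluorescence ratio | Benchmarks: Low DMSO, high thioflavine S at 110 µM | Replication: Singlicate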
SUMO HTRF inh: inhibitors of human SUMOylation (UBC9); AID 2006; inhibition, % at 35 µM; P63279; 0.36% of 290,000 active; HTRF SUMOylation assay, SAE1/SAE2 + UBC9, in vitro; in the data active = inhibition above about 50%, passing the limit was not always enough; also: strong numbers were not always called active
Target sequence (P63279 whole entry, looked up): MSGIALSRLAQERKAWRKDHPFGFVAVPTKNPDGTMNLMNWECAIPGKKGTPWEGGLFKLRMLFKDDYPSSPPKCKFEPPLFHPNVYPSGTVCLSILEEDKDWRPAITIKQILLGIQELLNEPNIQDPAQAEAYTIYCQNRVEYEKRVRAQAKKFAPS
DNA FID counter: displaces DNA intercalator in HCV helicase counter-screen; DNA fluorescent intercalator displacement, fluorescence; inhibition, % at 7.9 µM; 0.17% of 290,000 active; AID 1845; in the data active = inhibition above about 37%;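 also: 0% = vehicle and 100% = reference compound; higher means more ethidium bromide displaced from hairpin DNA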
VIM-2 inh: blocks Pseudomonas aeruginosa VIM-2 metallo-beta-lactamase; purified VIM-2, nitrocefin hydrolysis, epi-absorbance fluorescence; inhibition, % at 5.6 µM; 0.89% of 290,000 active; AID 1527;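 active = inhibition above the mean of all tested compounds plus 3 SD, cutoff set per screening run, cut at about 7.5% in these data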;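 also: red hydrolysis product quenches plate fluorescence so inhibitors raise well fluorescence; 0% = enzyme with DMSO and 100% = DMSO without enzyme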
MEKK2 WT-MEK5: raises or lowers MEK5 binding to wildtype human MEKK2 PB1 domain. Q9Y2U5. bead flow cytometry, Alexa488-MEK5 binding to MEKK2 WT; actives lie on both sides. binding response (% of control), % at 10 µM. 1.1% of 290,000 active. AID 1531; in the data active = binding response below about 67% or above about 130%
M18AAP inhibitor: blocks P. falciparum M18 aspartyl aminopeptidase. recombinant PfM18AAP, H-Glu-NHMec fluorogenic cleavage. inhibition, % at 7.35 µM. 1.2% of 290,000 active. AID 1822;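 active = inhibition above the campaign mean inhibition over all tested compounds plus 3 SD, cut at about 28% in these data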;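 also: 0% = plate median of test compound wells and 100% = 2 mM ZnCl2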
MEKK2mut PB1 HTS: signal of MEK5 binding to mutant human MEKK2 PB1 domain | bead flow cytometry, Alexa488-MEK5 binding to MEKK2 mutant | percent response, % at 10 µM | 0.35% of 290,000 active | AID 1530; in the data active = percent response above about 24%, passing the limit was not always enough; also: inactives centre near 1; some results filed as inactive read as strong as hits
IMP-1 inh: inhibitors of Pseudomonas aeruginosa IMP-1 metallo-beta-lactamase. purified IMP-1, nitrocefin hydrolysis, epi-absorbance fluorescence. inhibition, % at 5.6 µM. 0.45% of 290,000 active;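 active = inhibition above the mean plus 3 SD of all compounds in the same screening run, cut at about 4.5% in these data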;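 also: 0% = IMP-1 with DMSO and 100% = DMSO wells lacking enzyme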
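Material – recombinant IMP-1 enzyme, purified · Amount – IMP-1 0.2 nM before substrate addition · Medium – HEPES buffer pH 7.1 with ZnSO4 and Brij 35 · Timing – 25 °C, 15 min preincubation, 25 min reaction · Measured by – plate fluorescence quenching by hydrolysis product, ex 480/em 530 nm · Read-out – percent enzyme inhibition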
An asterisk follows results filed as active; / = no result given; [ ] = remark or other dose.

SMILES	NALP1 inh	HCV NS3 hel inh	SUMO HTRF inh	DNA FID counter	VIM-2 inh	MEKK2 WT-MEK5	M18AAP inhibitor	MEKK2mut PB1 HTS	IMP-1 inh
O=C(CN1CCOc2ccccc21)NC1CCN(Cc2ccccc2)CC1	5.7	4.5	4.1	6.5	-3.0	104.0	4.6	0.0	-2.9
C=CCSc1nnc(NC(=O)COc2ccccc2)s1	13.3	9.9	3.8	-8.4	-2.1	103.0	4.2	1.0	-1.3
CCCS(=O)(=O)N1CCCC(C(=O)NCCN(CC)c2ccccc2)C1 (stereo not drawn)	-2.7	-1.6	-21.3	-10.2	-1.7	97.0	1.3	-1.0	-0.5
CCOc1ccccc1NC(=O)NNC(=O)c1ccc2ccccc2c1	8.1	-1.7	14.3	-30.1	-2.2	102.0	1.6	3.0	-2.1
Cc1cc(C)n(C(=O)c2ccc(NC(=O)C3CC3)cc2)n1	/	0.6	-11.2	-7.0	-2.6	101.0	-0.5	-2.0	-2.7
COc1cc(N(C)C)c([N+](=O)[O-])cc1C(=O)N1CCOCC1	-18.0	2.2	1.7	-1.1	1.1	89.0	-7.7	-11.0	0.8
CCN(CC)CCNS(=O)(=O)c1ccc(OC)c(Br)c1	-12.9	-11.2	13.7	2.5	-2.7	104.0	1.6	6.0	-2.1
CN(CCc1ccccn1)C(=O)CCC1CCCN(C(=O)c2c(F)ccc(F)c2F)C1 (stereo not drawn)	6.4	-0.6	-2.4	-25.4	-1.3	104.0	-2.5	2.0	-0.5
COc1ccc(NC(=O)CN(C)C(=O)CCc2ccccc2)cc1	3.2	0.3	3.0	-11.2	-0.7	98.0	-0.9	4.0	-4.2
Cc1ccccc1C(=O)Nc1c(C)[nH]c(=O)[nH]c1=O	12.0	-5.6	22.5	-1.2	-1.3	102.0	-2.8	4.0	-2.9
O=C(CCn1c(=O)c2ccccc2n(CC(=O)N2CCN(c3ccccc3)CC2)c1=O)NCc1ccco1	-0.7	12.4	11.2	-34.9	-2.2	101.0	4.4	-2.0	-1.5
Cc1cc(C(=O)Nc2c(C)n(C)n(-c3ccccc3)c2=O)cs1	16.4	-1.7	15.6	-4.5	-2.2	104.0	6.8	-2.0	-2.6
O=S(=O)(NCc1ccccn1)c1ccc(Cl)s1	-2.8	11.6	2.3	-2.2	-1.4	106.0	4.2	2.0	-1.9
Cc1ccccc1NC(=O)c1csc2c1CCCC2	23.8	2.4	6.3	-7.5	-3.2	107.0	-4.7	6.0	-0.1
CCc1ccc(-n2c(=S)sc3c(=O)n(-c4ccccc4OC)c(=S)[nH]c32)cc1	12.9	27.1	16.7	-34.2	-2.5	95.0	-6.9	-4.0	-0.8
O=C(c1c[nH]c(=O)n(-c2ccccc2)c1=O)N1CCc2ccccc21	13.8	1.7	-3.4	-7.6	-5.1	89.0	1.2	-4.0	-2.6
O=C(c1ccc(CNS(=O)(=O)c2ccccc2)cc1)N1CCN(Cc2ccccc2)CC1	6.0	-4.1	-9.4	-27.6	-3.1	98.0	3.3	2.0	-0.4
C/C(=N/NC(=O)c1cc(-c2ccc(Br)s2)[nH]n1)c1ccco1	-2.7	-9.0	-12.9	-0.5	-1.6	93.0	9.7	-6.0	-3.5
CC[C@H](C)[C@H](NC(=O)c1ccccc1)C(=O)Nc1ccc(S(=O)(=O)Nc2cc(C)nc(C)n2)cc1	-4.7	10.5	0.8	-31.5	-1.4	104.0	1.1	10.0	-1.9
FC(F)Sc1ccc(Nc2ncnc3nc[nH]c23)cc1	7.7	-1.6	-1.0	-0.3	-2.4	106.0	-3.2	5.0	-5.0
CN(c1ccccc1)S(=O)(=O)c1ccc(C(=O)NCc2cccs2)cc1	/	-0.9	15.9	-17.7	-1.8	106.0	2.7	13.0	-3.3
Cc1ccc(S(=O)(=O)N2CCOCC2)cc1NC(=O)c1cc2c(s1)CCC2	5.9	5.0	16.2	-31.2	3.0	99.0	-3.6	1.0	-3.4
CCOc1ccc(CCNS(=O)(=O)c2ccc3c(c2)NC(=O)CO3)cc1OCC	16.6	-10.4	3.6	-27.0	1.3	103.0	-6.5	-1.0	-1.3
CCn1c(N2CCN(S(=O)(=O)c3ccccc3C(F)(F)F)CC2)nc2ccccc21	7.7	-15.3	6.8	-26.1	-3.9	2.0*[inhibitor]	-2.2	-14.0	7.2*

An excerpt of these results, in CSV form:
canonical_smiles,NALP1 inh,HCV NS3 hel inh,SUMO HTRF inh,DNA FID counter,VIM-2 inh,MEKK2 WT-MEK5,M18AAP inhibitor,MEKK2mut PB1 HTS,IMP-1 inh
O=C(CCn1c(=O)c2ccccc2n(CC(=O)N2CCN(c3ccccc3)CC2)c1=O)NCc1ccco1,-0.7,12.4,11.2,-34.9,-2.2,101.0,4.4,-2.0,-1.5
Cc1cc(C(=O)Nc2c(C)n(C)n(-c3ccccc3)c2=O)cs1,16.4,-1.7,15.6,-4.5,-2.2,104.0,6.8,-2.0,-2.6
O=S(=O)(NCc1ccccn1)c1ccc(Cl)s1,-2.8,11.6,2.3,-2.2,-1.4,106.0,4.2,2.0,-1.9
Cc1ccccc1NC(=O)c1csc2c1CCCC2,23.8,2.4,6.3,-7.5,-3.2,107.0,-4.7,6.0,-0.1

3 entries from above in a different format.
> O=C(c1c[nH]c(=O)n(-c2ccccc2)c1=O)N1CCc2ccccc21
  NALP1 inh: 13.8
  HCV NS3 hel inh: 1.7
  SUMO HTRF inh: -3.4
  DNA FID counter: -7.6
  VIM-2 inh: -5.1
  MEKK2 WT-MEK5: 89.0
  M18AAP inhibitor: 1.2
  MEKK2mut PB1 HTS: -4.0
  IMP-1 inh: -2.6

> Cc1cc(C(=O)Nc2c(C)n(C)n(-c3ccccc3)c2=O)cs1
  NALP1 inh: 16.4
  HCV NS3 hel inh: -1.7
  SUMO HTRF inh: 15.6
  DNA FID counter: -4.5
  VIM-2 inh: -2.2
  MEKK2 WT-MEK5: 104.0
  M18AAP inhibitor: 6.8
  MEKK2mut PB1 HTS: -2.0
  IMP-1 inh: -2.6

> C/C(=N/NC(=O)c1cc(-c2ccc(Br)s2)[nH]n1)c1ccco1
  NALP1 inh: -2.7
  HCV NS3 hel inh: -9.0
  SUMO HTRF inh: -12.9
  DNA FID counter: -0.5
  VIM-2 inh: -1.6
  MEKK2 WT-MEK5: 93.0
  M18AAP inhibitor: 9.7
  MEKK2mut PB1 HTS: -6.0
  IMP-1 inh: -3.5

Compounds from the list above that contain bromine:
SMILES	NALP1 inh	HCV NS3 hel inh	SUMO HTRF inh	DNA FID counter	VIM-2 inh	MEKK2 WT-MEK5	M18AAP inhibitor	MEKK2mut PB1 HTS	IMP-1 inh
CCN(CC)CCNS(=O)(=O)c1ccc(OC)c(Br)c1	-12.9	-11.2	13.7	2.5	-2.7	104.0	1.6	6.0	-2.1
C/C(=N/NC(=O)c1cc(-c2ccc(Br)s2)[nH]n1)c1ccco1	-2.7	-9.0	-12.9	-0.5	-1.6	93.0	9.7	-6.0	-3.5

Compounds as they come; overall some 4.7% were active at least once.
